MT stabilize HCS: stabilizes microtubules in HeLa cells. AID 2205. HeLa tubulin immunostaining HCS, 24 h; share of cells brighter than vehicle mean+2SD. % tubulin-high responders, % at 10 µM. hit rate 0.83% among 200,000;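 active = plate Z-score above 3 for both tubulin-high and condensed-nucleus cell shares, with cell loss under 80%, at 10 µM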;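 also: anti alpha tubulin signal scored within the nucleus-defined area of each cell; some results filed as inactive read as strong as hits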
Autophagy HCS: alters autophagy in cells; MEF GFP-LC3 puncta imaging; test concentration mostly 10 µM; calls only at 10 µM (by protocol); hit rate 0.98% among 190,000; AID 463193;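 active = percentage of spot-positive cells more than 3 SD above its plate mean, without a fluorescence outlier flag or 80% toxicity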;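 also: spot-positive cell cutoff set from DMSO-treated cells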
WT yeast gro inh: growth inhibition of WT yeast, mitochondrial fusion screen. mitochondrial fusion phenotypic screen, WT strain. inhibition, % at 10 µM. hit rate 2.1% among 190,000. AID 1362; in the data active = inhibition above about 58%; tested in S. cerevisiae
HIV fusion peptide: inhibitors of HIV fusion peptide binding, primary screen, biochemical, uHTS, fluorescence dequenching (AID 1986). cell-free peptide binding, fluorescence dequenching, 30 min; higher % means a stronger effect. one-dose inhibition, % at 20 µM; IC50 in µM for titrated hits. hit rate 0.3% among 290,000; in the data active = inhibition mostly above about 52%, no sharp cut-off; inactive = mostly below about 76%; also: some results filed as inactive read as strong as hits
Dynein cargo inh: dynein cargo transport inhibition; hit rate 0.47% among 220,000; 3617.4 mouse cells, GR-EGFP nuclear translocation imaging; test concentration mostly 20 µM; stimulated with dexamethasone, 1 µM; hits give low values; AID 1381; z-score, hits read low;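 active = plate z-score of nuclear minus cytoplasmic receptor signal below a set negative limit, without overly bright fluorescence or cell loss, cut at about -3.5 in these data, passing the limit was not always enough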;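 also: z-score of nuclear minus cytoplasmic ring GR-EGFP intensity difference per well; some compounds called inactive have numbers as strong as hits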
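Also added – dexamethasone, 1.0 µM final · Buffer or medium – tet-free, stripped-serum medium · Schedule – induction 48 h, compound 1 h, agonist 30 min · Detection – formaldehyde fixation, Hoechst nuclear stain, 10x automated fluorescence imaging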
Yfh1-off respiration: enhancers of respiration in Yfh1-depleted yeast, dose response, Friedreich's ataxia, plus single-dose screen (AID 1465); S. cerevisiae Yfh1-off respiration, WST-1 reduction, 72 h; higher fold induction means a stronger effect; fold induction at 50 µM; hits with a dose series show EC50 in µM; hit rate 0.074% among 220,000;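 active = fold induction of absorbance versus untreated yeast above a set limit, then at least 30% activation at any dose in follow-up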;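 also: activators that raise dye reduction in frataxin-depleted yeast; strong numbers were not always called active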
AID2073: disruptors of CaV2.2 binding to Mint1 – biochemical, HTRF (AID 2073); hit rate 0.19% among 290,000; one-dose inhibition, % at 20 µM; IC50 in µM for titrated hits; HTRF protein-protein interaction, Mint1-CaV2.2; higher % means a stronger effect; in the data active = inhibition mostly above about 51%, no sharp cut-off; also: some results filed as inactive read as strong as hits
b-catenin transl: beta-catenin nuclear translocation modulation; HeLa beta-catenin nuclear translocation, immunofluorescence imaging; nuclear translocation activity, % at 5 µM; hit rate 0.3% among 190,000; AID 1665;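 active = nuclear translocation activity above 50% at 5 µM, with a well cell count of 50 or more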;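 also: per-cell ratio of nuclear to cytoplasmic median beta-catenin stain intensity; plate controls were DMSO negative control for no effect and GSK-3 inhibitor IX positive control for full effect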
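System: HeLa cells, endogenous beta-catenin; compound dosing: 5 µM primary single dose, 0.1% DMSO, 0.02–20 µM confirmation series; incubation: 24 h compound exposure at 37°C, 5% CO2; signal: beta-catenin immunofluorescence imaging with DAPI; evaluation: % activation, nuclear-to-cytoplasmic median beta-catenin signal ratio per cell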
Ins promoter up: MIN6 insulin promoter up-regulation; MIN6 insulin promoter-GFP reporter, high-content imaging; hits give high values; z-score at 5 µM; hit rate 0.3% among 190,000; AID 1625;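 active = z-score above 3 at 5 µM with at least 500 cells counted in the well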
WT yeast gro inh mutant strain: recorded beside WT yeast gro inh, whose call it bears; inhibition, %; mitochondrial fusion phenotypic screen, mutant strain inhibition
Dynein cargo inh cytoplasmic EGFP: also measured in Dynein cargo inh; calls as there; z-score; measured here: cytoplasmic GR-EGFP intensity; hits give high values
Dynein cargo inh nuclear GR-EGFP: recorded beside Dynein cargo inh, whose call it bears; z-score; measured here: nuclear GR-EGFP intensity;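 lower value marks the stronger effect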
Dynein cargo inh cell count: recorded beside Dynein cargo inh, whose call it bears; z-score; measured here: cell count per field
Ins promoter up cell count: second read-out of Ins promoter up, no call of its own (marks repeat the call); cell count; measured here: cytotoxicity, nuclei count;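 total cells summed across four imaged fields per well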
b-catenin transl cell count 5 µM: recorded beside b-catenin transl, whose call it bears; cell count; measured here: cell count, cytotoxicity flag
MT stabilize HCS Hoechst-high %: recorded beside MT stabilize HCS, whose call it bears; % Hoechst-high responders; measured here: nuclear condensation Hoechst responders;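 share of cells brighter than vehicle mean plus two SD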
MT stabilize HCS cytotoxicity %: second read-out of MT stabilize HCS, no call of its own (marks repeat the call); toxicity, %; measured here: cytotoxicity by cell density;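 0% = mean cell density of plate MIN control wells and 100% = no cells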
Autophagy HCS cell loss 18 h: further read-out of Autophagy HCS, marked with its call; toxicity, %; measured here: cell loss, nuclei count;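 cell loss after 18 h compound exposure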
Numbers without * were called inactive; i = inactive; x = not tested or not shown; + = active, no number.

SMILES	MT stabilize HCS	MT stabilize HCS Hoechst-high %	MT stabilize HCS cytotoxicity %	Autophagy HCS	Autophagy HCS cell loss 18 h	WT yeast gro inh	WT yeast gro inh mutant strain	HIV fusion peptide	Dynein cargo inh	Dynein cargo inh cytoplasmic EGFP	Dynein cargo inh nuclear GR-EGFP	Dynein cargo inh cell count	Yfh1-off respiration	AID2073	b-catenin transl	b-catenin transl cell count 5 µM	Ins promoter up	Ins promoter up cell count
O=C(Nc1ccccc1Cl)c1cc(S(=O)(=O)N2CCCCC2)ccc1N1CCOCC1	3.5	2.6	6.3	i	-33	3	8	-1.3%	-0.2	-0.2	0.59	-0.32	i	18%	-1.8	1378	-0.33	1584
COc1ccc(CCNC2CC(=O)N(CCc3ccc(OC)c(OC)c3)C2=O)cc1OC (stereo not drawn)	4.5	2.6	8.0	i	4	-11	-25	0.0%	0.38	-0.29	0.51	0.3	i	10%	-2.6	1111	0.7	1403
CCCc1nnc(NC(=O)c2cccnc2)s1	x	x	x	x	x	x	x	0.7%	0.36	-0.22	0.5	-0.19	i	-12%	-1.6	1324	0.17	1108
CCOC(=O)N1CCC(NS(=O)(=O)c2ccc3c(c2)CCN3C(C)=O)CC1	0.7	0.7	4.1	i	11	4	11	0.7%	-0.13	-0.11	0.25	-0.091	i	2%	0.1	1141	-0.55	870
CCn1c(=O)cc(OCC(=O)N2CCN(C(=O)c3ccco3)CC2)c2ccccc21	3.5	1.0	0.2	i	1	-13	-15	1.3%	-0.17	-0.18	0.43	0.084	i	-4%	x	x	0.44	1304
COc1cccc(C2NC(CC(C)C)(C(=O)O)C3C(=O)N(Cc4ccccc4)C(=O)C23)c1O (stereo not drawn)	2.4	2.8	9.2	i	13	12	18	2.7%	0.021	-0.16	0.31	-0.059	i	-3%	x	x	-0.32	1227
CNS(=O)(=O)c1cccc(C(=O)Nc2cccnc2)c1	1.8	1.5	4.7	i	31	-3	-16	1.5%	-0.73	-0.24	0.1	0.54	i	2%	-0.8	1066	x	x
CCOC(=O)C(CC)(CCC(=O)O)c1csc(Nc2ccc(C)cc2)n1 (stereo not drawn)	2.0	2.0	0.3	i	6	-16	-10	2.1%	-0.092	-0.14	0.46	-0.095	i	-5%	-1.0	993	0.03	1493
O=C(NCc1ccco1)c1cccc(F)c1	2.5	3.1	5.4	i	2	2	11	3.7%	-0.18	0.28	-0.097	0.81	i	-2%	-5.4	1237	1	1179
CCC1OC23CCCCC2C(C#N)(C(=N)O3)C1(C#N)C#N (stereo not drawn)	3.1	1.8	7.0	i	0	-5	87	27%	-3.2	0.57	-1.5	0.14	i	1%	-1.1	1344	0.54	1374

Limited to WT yeast gro inh, Autophagy HCS cell loss 18 h and Dynein cargo inh cell count, for 2 of the compounds above:
| mol | WT yeast gro inh | Autophagy HCS cell loss 18 h | Dynein cargo inh cell count |
| --- | --- | --- | --- |
| CCOC(=O)C(CC)(CCC(=O)O)c1csc(Nc2ccc(C)cc2)n1 (stereo not drawn) | -16 | 6 | -0.095 |
| O=C(NCc1ccco1)c1cccc(F)c1 | 2 | 2 | 0.81 |

(more compounds)
SMILES	MT stabilize HCS	MT stabilize HCS Hoechst-high %	MT stabilize HCS cytotoxicity %	Autophagy HCS	Autophagy HCS cell loss 18 h	WT yeast gro inh	WT yeast gro inh mutant strain	HIV fusion peptide	Dynein cargo inh	Dynein cargo inh cytoplasmic EGFP	Dynein cargo inh nuclear GR-EGFP	Dynein cargo inh cell count	Yfh1-off respiration	AID2073	b-catenin transl	b-catenin transl cell count 5 µM	Ins promoter up	Ins promoter up cell count
COc1ccc(OC)c(C(=O)COC(=O)c2ccccc2O)c1	3.6	1.6	9.4	i	17	18	21	1.5%	-1.1	-0.37	-0.67	0.87	i	1%	-10	988	-0.59	1395
COc1ccc(N/C(C)=C/C(=S)Nc2ccccc2)cc1	2.0	3.4	8.1	i	-8	4	0	2.7%	-0.28	-0.1	-0.25	-0.61	i	-15%	1.2	1083	x	x
O=C(NCC(=O)N(c1ccccc1F)C(C(=O)NCC1CCCO1)c1ccccc1)c1ccco1 (stereo not drawn)	3.4	2.1	2.6	i	3	-5	-1	-1.2%	-1.2	-0.17	-0.45	1	i	0%	-0.2	1079	x	x
COc1ncccc1-c1nnn(-c2ccc(Cl)nc2)n1	2.3	1.3	1.2	i	-13	6	-2	0.0%	-0.47	0.65	0.12	0.22	i	-2%	0.4	1100	-0.36	1357
S=C1SCN(Cc2ccco2)CN1Cc1ccco1	x	x	x	x	x	x	x	-1.5%	-0.091	-0.21	-0.0097	0.32	i	-23%	1.5	1285	0.23	794
O=C(CSc1ccccc1)N1CCN(c2ccccn2)CC1	1.7	0.4	2.0	i	7	-6	-2	-0.3%	0.61	-0.085	0.59	-1.1	i	-5%	-1.1	1014	-1.2	1602
Cc1ccc(C(=O)COc2ccc3ccc(=O)oc3c2)cc1	x	x	x	x	x	x	x	4.4%	0.028	-0.25	0.56	0.72	i	-2%	-0.6	1319	-0.58	1032
O=C(/C=C/c1ccc(F)cc1)N1CC[C@@]2(O)CCCC[C@H]2C1	x	x	x	x	x	x	x	-1.8%	0.29	-0.73	-0.033	-0.42	i	2%	-1.1	1329	0.12	1011
COc1cccc(C(=O)C2CN(c3ccccc3)CC2c2ccc(Cl)cc2)c1 (stereo not drawn)	0.6	1.4	7.4	i	6	32	9	0.7%	1.9	0.17	0.5	-0.35	i	16%	-0.2	1307	0.11	1646
Cc1nc(-c2nc(-c3c(C(=O)NNC(=O)Nc4cccc(Cl)c4)noc3C)cs2)cs1	x	x	x	x	x	x	x	-2.3%	1	-0.23	0.83	-0.84	i	-14%	0.4	1270	0.13	971
Cc1cccc(/C(N)=N/OC(=O)c2cccs2)c1	1.5	1.7	5.5	i	-7	8	16	-0.1%	-0.33	-0.19	-0.2	0.66	i	-2%	-0.1	1263	-0.18	1627
CCOc1ccccc1-n1c(C)nc2cc(C(=O)O)ccc21	3.1	2.8	6.6	i	16	-18	6	-1.9%	-0.14	-0.32	0.29	0.089	i	4%	0.7	1143	-1.8	1337
CCOC(=O)c1c(C2COc3ccccc3O2)csc1N (stereo not drawn)	2.8	1.7	2.9	i	-20	13	3	-2.5%	-0.43	-0.28	-0.037	0.49	i	-2%	x	x	-0.22	933
CCN1CCN(c2cc(C)c3cc(NC(=S)N4CCOCC4)ccc3n2)CC1	4.6	3.4	5.5	i	-6	4	0	-2.4%	1	-0.2	0.65	-1.2	i	3%	-2.6	1046	0.11	1234
COc1n[nH]c(C(=O)Nc2cc(Cl)ccc2Cl)c1[N+](=O)[O-]	5.4	2.4	6.7	i	-4	33	52	3.8%	-0.17	-0.33	-0.16	0.45	i	11%	-0.9	1447	0.35	1458
Cc1ccc(C(=O)Nc2ccccc2C(=O)N2CCOCC2)cc1[N+](=O)[O-]	2.1	1.3	9.0	i	2	-1	9	1.0%	-0.083	-0.12	-0.0066	0.71	i	0%	-0.2	756	-0.34	1339
COC(=O)c1nc(N)sc1C	3.7	2.6	5.8	i	5	-2	5	2.7%	1.4	-0.35	0.47	-0.23	i	0%	0.6	1563	0.17	1393
c1ccc(-c2nnc(SCCC3OCCCO3)o2)cc1	2.2	2.1	8.1	i	15	10	5	-2.2%	0.5	-0.23	-0.48	-0.34	x	27%	x	x	x	x
CCOC(=O)c1c(NC(=S)N2CCCCC2)sc2c1CCN(C(=O)OCC)C2	x	x	x	x	x	x	x	-1.1%	-3.6*	0.89*	-2.3*	-0.2*	i	-21%	-0.2	1229	-0.49	1035
Cc1ccc(-n2nnnc2SCC(=O)Nc2ccccc2N2CCCCC2)cc1C	1.5	1.5	8.7	i	21	17	15	-3.2%	0.63	-0.23	0.41	0.33	i	-6%	-5.1	911	-2.2	613
COc1ccc(CCn2c(NCCCN3CCOCC3)nc3c2c(=O)[nH]c(=O)n3C)cc1	2.8	1.5	0.9	i	-1	1	-2	-0.7%	-0.98	-0.25	-1	0.4	i	1%	-0.7	1085	0.42	1249
Cc1cc(C)cc(N=c2c([N+](=O)[O-])nn(-c3cccc(Cl)c3)n2O)c1	3.1	1.7	2.7	+	52*	25	54	1.6%	-0.26	-0.16	0.2	-0.25	i	2%	x	x	-1.2	864
COC(=O)c1cc(NC(=O)CC2NCCNC2=O)cc(C(=O)OC)c1 (stereo not drawn)	3.0	1.2	8.5	i	5	-1	13	-1.6%	-1.3	0.0068	-0.27	0.9	i	0%	-0.9	1124	0.51	1182
CCOc1ccc2c(c1)[nH]c(=S)n2C	x	x	x	x	x	x	x	-1.9%	-0.51	-0.22	-0.33	0.7	i	-35%	-0.2	1245	-0.63	1330
CCOC(=O)CNC(=O)CSc1nnc(NC(=O)c2ccc(C)cc2)s1	2.0	2.4	14	i	1	0	14	0.7%	0.16	-0.25	-0.022	0.31	i	10%	0.8	1042	x	x
C/C(=N/NC(=O)c1ccc2c(c1)OCCO2)c1ccc([N+](=O)[O-])cc1	x	x	x	x	x	x	x	-2.0%	-0.81	-0.25	-0.4	0.82	i	29%	-3.0	1172	0.46	1418
COc1ccc(N2CCN(CC(=O)Nc3cccc(S(=O)(=O)N4CCOCC4)c3)CC2)cc1	5.5	2.5	7.1	i	7	-8	9	0.4%	-0.01	-0.17	0.46	-0.69	i	-14%	0.1	1084	0.09	1415
CCSc1ncc(CO)c(N)n1	x	x	x	x	x	x	x	0.7%	-0.18	-0.19	-0.26	0.46	i	9%	-1.2	1055	0.12	1421

Screens (PubChem BioAssay)
